Statin myotox sup: suppression of simvastatin myotoxicity; C2C12 myotubes + simvastatin, ATP luminescence, 48 h; scaled: DMSO 0, geranylgeraniol control 100; hit rate 0.78% among 330,000; rescue of ATP level, % at 7.49 µM; AID 602340;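 active = mean ATP rescue above about 67%, or every replicate alone reaching that limit, limit read from the data, passing the limit was not always enough; inconclusive = no clear call, values can overlap the other calls; inactive = mean under the limit and some replicate under it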;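 also: myotubes were challenged with 10 µM simvastatin during compound exposure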
LGR2 inh: blocks bursicon-induced cAMP signaling via Drosophila LGR2; HEK293 LGR2, CRE-luciferase, bursicon-stimulated, 4 h; inhibition, % at 9.99 µM; hit rate 0.35% among 380,000; AID 720647;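 active = drop in luminescence signal, shown as inhibition above about 50% in the replicate tests, limit read from the data, passing the limit was not always enough; inconclusive = probably only some replicates passing the limit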;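 also: agonist challenge used bursicon conditioned medium at about half maximal strength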
Cneo AK release: causes C. neoformans cell lysis; lysis activity, % at 15 µM; adenylate kinase release luminescence, 4 h; normalised: neutral wells 0, clomiphene wells 100; AID 651654; hit rate 0.2% among 360,000;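 active = mean lysis activity across replicates of at least 80%, whatever share of replicates individually reach that level; inactive = mean lysis activity below 80%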
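Material: C. neoformans cells | Amount: Yeast cell density of 5 × 10^6 cells/mL | Medium: Fresh YPD growth medium | Dosing: Single dose | Times: Static 4 h at 37 °C with compound, 1 h detection | Detection: AK luminescence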
S100A4 MyoIIA: S100A4-myosin IIA interaction inhibition; AID 652163; inhibition, % at 10.7 µM; hit rate 0.14% among 360,000; P26447; S100A4/TAMRA-MyoIIA peptide fluorescence polarization;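 active = mean inhibition of at least 70% across replicates, with every replicate also reaching that level; inconclusive = mean inhibition reaches 70% but some replicates fall short; inactive = mean inhibition below 70%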
Target sequence (P26447 whole entry, looked up): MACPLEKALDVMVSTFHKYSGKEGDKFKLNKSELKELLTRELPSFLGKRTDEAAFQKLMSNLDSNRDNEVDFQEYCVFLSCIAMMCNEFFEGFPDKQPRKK
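Material: S100A4 monomer protein / Buffer or medium: 50 mM HEPES pH 7.2, 10 mM CaCl2, 100 mM KCl / Times: 5 min incubation before reading / Benchmarks: neutral control DMSO, positive control TFP / Reagent: labelled myosin peptide probe, 5 nM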
XiGFP reactiv: activators of X-chromosome reactivation in mouse fibroblasts | activation, % at 7.58 µM | XiGFP mouse fibroblasts, % GFP-positive cells imaging, 3 d; cells co-treated with 5-aza-dC sensitizer; scaled so ellipticine positive control = 100% | hit rate 0.055% among 360,000;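 active = mean normalized replicate activation at least 10% and every replicate at or above 10%; inconclusive = only one of the two criteria met; inactive = mean below 10% and not all replicates reach 10%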;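 also: 0% = median of on-plate neutral control wells and 100% = ellipticine 6 µM median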
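Material: XiGFP fibroblasts, SV40-immortalized; Buffer or medium: DMEM containing 5-aza-dC; Compound dosing: single point; Times: 3 days compound exposure.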
ERAP1 HTS inh: ERAP1 (human) enzyme inhibition. Q9NZ08. recombinant ERAP1, Leu-AMC fluorescence, 60 min. inhibition, % at 10.7 µM. hit rate 0.15% among 340,000. AID 652197;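 active = mean replicate inhibition of at least 30%, or all replicates individually reaching that 30% level; inactive = mean below 30% and not every replicate reaching it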;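 also: 0% = neutral control wells and 100% = L-leucinethiol positive control wells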
SIRT5 block: inhibitors of human sirtuin-5 desuccinylase; Q9NXA8; Purified SirT5, succinyl-peptide AMC, trypsin-coupled fluorescence; inhibition, % at 15 µM; hit rate 1.1% among 330,000; in the data active = inhibition above about 15%; inconclusive = no clear call, values can overlap the other calls
Target sequence (Q9NXA8 whole entry, looked up): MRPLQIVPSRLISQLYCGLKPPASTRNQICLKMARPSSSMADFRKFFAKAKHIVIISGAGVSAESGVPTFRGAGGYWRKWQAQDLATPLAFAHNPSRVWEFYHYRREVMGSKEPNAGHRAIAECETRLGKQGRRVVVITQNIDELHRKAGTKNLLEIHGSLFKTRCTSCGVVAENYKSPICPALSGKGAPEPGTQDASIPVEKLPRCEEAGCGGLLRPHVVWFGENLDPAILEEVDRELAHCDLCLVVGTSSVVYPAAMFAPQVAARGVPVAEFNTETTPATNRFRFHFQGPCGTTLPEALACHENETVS
PGC1a acetyl inh: lowers PGC1a acetylation signal in U2OS cells; AID 651687; hit rate 0.17% among 350,000; inhibition, % at 15.6 µM; AlphaScreen anti-acetyl-lysine; with virally co-expressed GCN5 acetyltransferase;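 active = every replicate shows inhibition of at least 40%; inconclusive = mean inhibition at least 40% but some replicate below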;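 also: 0% = neutral control wells and 100% = positive control wells; some results beyond the cut were filed as inactive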
Starred values were filed as active, the others as inactive; u = inconclusive; x = not tested or not shown; & = joins results of further samples.

Start of the data: the first 3 records, to show the layout:
SMILES	Statin myotox sup	LGR2 inh	Cneo AK release	S100A4 MyoIIA	XiGFP reactiv	ERAP1 HTS inh	SIRT5 block	PGC1a acetyl inh
COc1ccc(S(=O)(=O)Nc2ccc3c(c2)C(=O)N([C@@H](C)CO)C[C@@H](C)[C@@H](CN(C)Cc2ccc(Cl)c(Cl)c2)OCCCC[C@@H](C)O3)cc1	x	-19	x	11	0.4	-3	1	-10
CC(=O)Nc1cc2nc3ccccc3oc-2cc1=O	x	-13	x	-3	x	0	2	x
CC1=CC2=NC(=O)CC(C)(C(=O)N(CC(=O)NC3CCCC3)c3cc(C)cc(C)c3)N2C=C1 (configuration not stated)	x	2	x	-1	0.0	10	-12	-1

The list itself, previewed entries included:
SMILES	Statin myotox sup	LGR2 inh	Cneo AK release	S100A4 MyoIIA	XiGFP reactiv	ERAP1 HTS inh	SIRT5 block	PGC1a acetyl inh
COc1ccc(S(=O)(=O)Nc2ccc3c(c2)C(=O)N([C@@H](C)CO)C[C@@H](C)[C@@H](CN(C)Cc2ccc(Cl)c(Cl)c2)OCCCC[C@@H](C)O3)cc1	x	-19	x	11	0.4	-3	1	-10
CC(=O)Nc1cc2nc3ccccc3oc-2cc1=O	x	-13	x	-3	x	0	2	x
CC1=CC2=NC(=O)CC(C)(C(=O)N(CC(=O)NC3CCCC3)c3cc(C)cc(C)c3)N2C=C1 (configuration not stated)	x	2	x	-1	0.0	10	-12	-1
O=C(CSc1nnc(-c2ccncc2)n1Cc1ccco1)c1ccc(Cl)cc1	1	8	8	0	x	1	-5	x
N#CCNC(=O)C1c2ccccc2Oc2ccccc21	2	16	1	-4	0.0	0	2	25
O=C(c1ccncc1)N1C[C@H]2[C@@H](c3ccccc31)[C@@H](CO)N2C(=O)Nc1cccc(F)c1	-7	-8	54	-1	0.1	1	-2	-3
C[C@@H]1CN([C@H](C)CO)C(=O)CCCn2cc(nn2)CO[C@H]1CN(C)S(=O)(=O)c1ccc2ccccc2c1	2&24&0	-3&0	4&-1&-9	0&11&8	-0.1&0.1	-2&-1&0	1&0&-4	-2&0&4
CCCC#Cc1ccc([C@@H]2[C@H](CO)N3CCCCN(S(=O)(=O)c4ccccc4C)C[C@@H]23)cc1	x	9	10	0	0.1	-2	x	-13
O=C(O)c1cccc(N=C2NC(=O)C(CO)(CO)S2)c1	2	-2	0	4	0.1	0	-3	5
Fc1ccc(NC2=NCCCCC2)cc1	x	-12	x	0	0.2	0	-2	x
Cc1cc(SCc2ccc(Br)cc2)nc(=O)[nH]1	20	-3	1	-1	-0.1	-2	3	x
COc1cc(/C=C/c2cc[n+](C)cc2)ccc1OCC(=O)Nc1ccc(Cl)c(Cl)c1	-308	2	-1	-5	0.3	7	-3	-5
CCOc1ccc(-c2nnn(CC(=O)NCc3ccccc3)n2)cc1	x	16	x	-1	0.1	4	-4	-2
C[C@H](CO)N1C[C@H](C)[C@H](CN(C)C(=O)Nc2cccc3ccccc23)Oc2ncc(C#CC(C)(C)O)cc2C1=O	x	-18	-5	-18	-0.5	4	3	-4
COc1ccc(Cl)cc1NC(=O)C(C)N1CCc2ccccc21 (configuration not stated)	x	3	x	-1	-0.1	4	-5	-16
CC(=O)Nc1ccccc1NC(=O)C/C(C)=N/NC(=O)c1cccnc1	-5	19	-3	5	0.0	-1	-2	x
CCC1CCCCN1S(=O)(=O)c1ccc2[nH]c(=O)ccc2c1 (configuration not stated)	-13	x	-1	5	0.0	-4	13	2
COc1ccccc1CNC(=O)COC(=O)Cc1ccc(Br)cc1	1	-15	1	-1	0.4	-3	1	9
OC(c1ccccc1)c1nc(-c2cc3ccccc3o2)cs1 (configuration not stated)	-21	-96	-5	2	0.0	5	0	-2
CCN(CC)S(=O)(=O)c1ccc(N2CCOCC2)c(NC(=O)c2nn(C(C)C)c(=O)c3ccccc23)c1	6	5	0	2	0.0	-2	x	-6
O=C(Cn1nc(Cl)nc1Cl)c1ccc(F)cc1	-3	-2	0	11	0.0	-3	-2	x
CCN(CC)C(=O)c1sc(N)c(C#N)c1C	128*	-11	0	x	x	x	x	0
C[C@@H]1CCCCO[C@@H](CN(C)Cc2ccc(Cl)c(Cl)c2)[C@@H](C)CN([C@H](C)CO)C(=O)c2cc(NC(=O)CCC(F)(F)F)ccc2O1	14	-3	-1&-1	52&-5	0.2	-5&-1	-2&9	5&-6
Cc1nn(CC(=O)N2CCc3ccccc32)c(C)c1S(=O)(=O)NC(C)(C)C	1	x	-4	-1	0.4	0	0	0
O=C(COc1cc2oc(=O)c3c(c2cc1Cl)CCC3)NCCCn1ccnc1	-8	-5	9	3	0.0	2	1	x
Remaining list, next part
SMILES	Statin myotox sup	LGR2 inh	Cneo AK release	S100A4 MyoIIA	XiGFP reactiv	ERAP1 HTS inh	SIRT5 block	PGC1a acetyl inh
O=C(Cn1cc2c(n1)CCCC2)NCc1cccs1	-1	5	2	7	0.3	-2	x	x
COc1ccccc1C(=O)N1CCN(c2ccc(N3CCOCC3)nn2)CC1	0	-8	2	1	0.2	-1	-10	x
Cn1c(=O)oc2cc(S(=O)(=O)NCCN3CCN(c4ccccc4)CC3)ccc21	11	-3	3	5	0.1	0	-1	x
Clc1ccc2nc(C(Cl)(Cl)Cl)[nH]c2c1	x	20	1	-14	0.0	2	-3	x
O=C(Nc1cccc(Cl)c1)N[C@@H]1CC[C@H](CCn2cc(Cc3ccccc3)nn2)O[C@@H]1CO	-7	28	-16	7	0.3	1	-3	12
Cc1cccc(C(=O)NCC(=O)NCC(c2ccco2)N2CCCCC2)c1 (configuration not stated)	8	-14	-2	-3	0.0	3	7	x
C[C@@H]1CN([C@H](C)CO)S(=O)(=O)c2ccc(-c3ccccc3F)cc2O[C@@H]1CN(C)Cc1ccncc1	-26	-20	0	8	0.5	-2	-1	-8
O=C(CCN1C(=O)S/C(=C\c2ccccc2)C1=O)NCCCn1ccnc1	1	10	1	4	0.1	3	3	0
COc1cc(C(C)=O)ccc1OC(=O)CN1C(=O)c2ccccc2C1=O	-2	10	1	0	0.1	0	-20	9
C#C[C@]1(O)CCC2C3CCC4=CC(=O)CC[C@@H]4C3CC[C@@]21C (some centres not stated)	6	x	1	2	0.1	-1	-2	16
Cc1ccc(CS(=O)(=O)c2nsc(C)c2C#N)cc1	x	8	x	-2	0.0	-2	-4	x
COc1cc(C(=O)COC(=O)c2ccc3c(c2)OCCO3)cc(OC)c1OC	9	8	-1	0	0.2	3	x	-1
Cc1cc2nc(N3C(=O)CNC3=S)sc2cc1C	6	u	-21	3	0.0	1	2	4
O=C(CN1CCN(c2ccccc2)CC1)c1ccc2cc[nH]c2c1	4	-29	-1	-5	0.1	2	-4	x
Cn1cc(/C=C(\NC(=O)c2ccccc2Cl)C(=O)NCCCN2CCOCC2)c2ccccc21	-12	-7	5	-6	0.0	-1	-1	-5
Nn1c(SCc2ccc(Br)cc2)nnc1-c1ccccn1	x	-55	x	-16	0.0	-2	-3	-7
CN1CCN(C(=O)C2CC(c3ccc(F)cc3)=NO2)CC1 (configuration not stated)	2	-19	3	3	0.0	2	1	1
COc1cc(OC)cc(C(=O)NNC(=O)CCC(=O)c2cc(C)sc2C)c1	28	-1	-2	-2	0.0	-1	0	x
Cc1nn(C)c(C)c1S(=O)(=O)N(CC(=O)NCCCN1CC(C)CC(C)C1)c1ccc(C(C)C)cc1 (configuration not stated)	10	-8	4	0	0.0	-2	-4	-8
O=C(c1cccc(F)c1)N1C[C@H]2[C@@H](c3ccccc31)[C@H](CO)N2C(=O)c1cccc(F)c1	3	8	45	-1	0.1	4	-1	-6
Cc1c(C(=O)N(C)c2ccccc2)oc2c1C(O)CC(C)(C)C2 (configuration not stated)	-1	-10	-12	-5	0.0	-6	-11	-7
COc1ccc(C#Cc2ccc([C@H]3[C@@H](CO)N4CCCCN(C(=O)Nc5cccc(F)c5)C[C@@H]34)cc2)cc1	26	-36	-3	1	0.3	-1	7	8
Cc1ccc(NC(NC(=O)c2ccccc2[N+](=O)[O-])C(Cl)(Cl)Cl)cc1 (configuration not stated)	x	2	-3	x	0.0	x	x	0
Cc1ccc(C)c(NC(=O)C2CCCN(S(=O)(=O)c3cccnc3)C2)c1 (configuration not stated)	4	12	-1	-3	0.1	-1	4	-2
CC(OC(=O)c1ncc(Cl)c(Cl)c1Cl)C(=O)NC1(C#N)CCCCC1 (configuration not stated)	4	1	1	4	-0.1	-2	-3	-24
(next part)
SMILES	Statin myotox sup	LGR2 inh	Cneo AK release	S100A4 MyoIIA	XiGFP reactiv	ERAP1 HTS inh	SIRT5 block	PGC1a acetyl inh
CCOC(=O)C1=NOC(CNC(=O)C2=NOC(CNC(=O)c3c(-c4ccccc4Cl)noc3C)C2)C1 (configuration not stated)	-1	0	-4	x	x	x	x	3
C[C@@H]1CN([C@H](C)CO)C(=O)Cc2cc(NC(=O)c3ccncc3)ccc2O[C@H]1CN(C)C(=O)Nc1ccc(C(F)(F)F)cc1	-1	-6	4	-31	-0.2	1	-2	0
Cc1ccc(NC(=O)C2CCCN(S(=O)(=O)c3cnc[nH]3)C2)cc1C (configuration not stated)	-4	0	-3	11	0.2	3	x	-2
O=C(NCc1ccc(Cl)cc1)c1csc(-c2cccnc2)n1	16	-2	x	1	-0.1	-2	-1	15
CC(C)(C)NC(=S)NNC(=O)[C@H]1C[C@@H]1c1ccccc1	x	x	x	-6	0.0	1	-1	1
Cc1cc(C)n2nc(C(=O)N/N=C/c3cccs3)nc2n1	3	-1	-3	3	0.0	1	3	9
COCCn1c(C)cc(C2=NNC(=NC(C)(C)C)SC2)c1C	-6	-6	0	-2	0.1	4	0	-11
N#C[C@@H]1[C@@H](c2ccc(/C=C/c3ccccc3)cc2)[C@@H](CO)N1C(=O)Cc1ccccn1	10	-30	40	-11	0.1	3	0	1
CCCc1nc(SCC(=O)Nc2cc(C)on2)c2c(=O)n(C)c(=O)n(C)c2n1	7	-1	0	1	-0.1	7	-3	-12
C[C@@H]1CCCCO[C@H](CN(C)C(=O)C2CCCCC2)[C@H](C)CN([C@@H](C)CO)C(=O)c2cc(NC(=O)Nc3cccc4ccccc34)ccc2O1	x	1	-4	-6	0.1	-2	6	21
Cc1ccc(C(=O)N[C@H](C(=O)Nc2sccc2C(N)=O)C(C)C)cc1	12	-5	1	-8	0.0	-1	-1	3
Cc1noc(C)c1S(=O)(=O)N(C)C[C@@H]1Oc2ccc(NC(=O)CCCN(C)C)cc2C(=O)N([C@H](C)CO)C[C@@H]1C	x	-2	-1	0	0.4	1	10	-2
CCN(CC(=O)NCc1ccc(F)cc1)S(=O)(=O)c1ccc(Cl)s1	4	-7	1	0	0.2	-1	-3	-8
N#C/C(=C\c1ccc(C#N)cc1)C(=O)c1ccccc1	-9	-5	0	-2	0.0	2	-6	0
Cc1cccc(OCC(=O)O/N=C(\N)c2ccc(Br)cc2)c1	-2	-13	4	4	0.3	-2	-1	-2
CC(C)(C)c1cc(=O)n2[nH]c(N)nc2n1	-4	20	x	-28	0.0	15	-1	-5
C[C@@H]1CN([C@@H](C)CO)C(=O)c2cc(NC(=O)C3CCCCC3)ccc2O[C@@H](C)CCCCO[C@@H]1CN(C)C(=O)Nc1ccc(F)cc1	x	11	0	8	-1.0	1	-4	23
CO[C@@H]1CN(C)C(=O)c2ccc(NC(=O)Nc3ccccc3F)cc2OC[C@@H](C)NC[C@@H]1C	12	5	-3	-17	0.1	-9	-2	-11

Compound activity deposited in PubChem BioAssay by Broad Institute.

The list is partial; the hit share may differ from the screen's.
